# Screening data as filed in PubChem.
# NR1D1 modulator – modulators of Rev-erb alpha DNA binding, primary screen, biochemical, FITC-DNA, fluorescence polarization, uHTS. Nuclear receptor subfamily 1 group D member 1 (Homo sapiens), P20393. Rev-erbα–FITC-DNA binding, 90 min. activity, % at 10 µM. actives 0.79% (n = 370,000);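 active means activity above about 14%, limit read from the data; passing the limit was not always enough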;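 further: 0% = DMSO wells with 35 nM protein and 100% = DMSO wells with 750 nM protein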
# ASAP1 GAP inh – inhibitors of human ASAP1 ArfGAP activity, primary screen, biochemical, fluorescence polarization. actives 0.19% (n = 360,000). ASAP1-stimulated ARF1 GTP hydrolysis, GDP FP detection. Arf-GAP with SH3 domain, ANK repeat and PH domain-containing protein 1 (Homo sapiens), …. AID 624377, 2012. inhibition, % at 16.5 µM; in the data active means inhibition above about 25%;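 further: 0% = vehicle with enzyme and substrate and 100% = no enzyme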
# Target sequence (Q9ULH1 325-724 limits assumed): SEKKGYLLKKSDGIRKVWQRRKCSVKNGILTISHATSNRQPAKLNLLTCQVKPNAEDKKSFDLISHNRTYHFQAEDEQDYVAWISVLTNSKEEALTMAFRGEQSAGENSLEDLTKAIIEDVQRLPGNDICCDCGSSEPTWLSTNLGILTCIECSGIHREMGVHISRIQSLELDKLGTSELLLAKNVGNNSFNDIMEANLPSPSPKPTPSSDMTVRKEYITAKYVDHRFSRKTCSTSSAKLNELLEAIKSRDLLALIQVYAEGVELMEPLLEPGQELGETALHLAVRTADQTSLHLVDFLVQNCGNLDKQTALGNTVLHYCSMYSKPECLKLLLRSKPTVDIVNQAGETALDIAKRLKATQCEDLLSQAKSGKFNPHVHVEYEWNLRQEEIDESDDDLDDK
# mABHD4 FP – ABHD4 inhibitors, primary screen, biochemical, fluorescence polarization, mouse; (Lyso)-N-acylphosphatidylethanolamine lipase (Mus musculus), Q8VD66; purified mABHD4, FP-Rh probe fluorescence polarization; inhibition, % at 8.92 µM; actives 0.54% (n = 370,000); AID 720543, 2013;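 active means inhibition exceeding the mean over every tested compound plus 3 SD, cut at about 30% in these data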;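 further: 0% = plate median of compound wells and 100% = S159A mutant with DMSO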
# Target sequence (Q8VD66 whole entry, looked up): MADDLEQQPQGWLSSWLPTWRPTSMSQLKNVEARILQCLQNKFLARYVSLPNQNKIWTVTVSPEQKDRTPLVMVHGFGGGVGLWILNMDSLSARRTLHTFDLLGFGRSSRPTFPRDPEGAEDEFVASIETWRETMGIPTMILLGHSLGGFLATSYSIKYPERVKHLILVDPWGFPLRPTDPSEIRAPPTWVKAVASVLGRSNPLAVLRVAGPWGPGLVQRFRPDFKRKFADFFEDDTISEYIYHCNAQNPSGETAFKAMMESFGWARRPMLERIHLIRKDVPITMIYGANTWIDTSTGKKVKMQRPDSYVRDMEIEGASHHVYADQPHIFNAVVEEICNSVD
#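 Test system: mABHD4 protein | Buffer or medium: HEPES pH 7.0 buffer, 150 mM NaCl, 0.01% Pluronic F-127 | Probe or stimulus: FP-Rh fluorescent activity-based probe, added after compound pre-incubation | Timing: Pre-incubation 45 min, probe exposure 60 min, at 25 °C | Technique: Fluorescence polarization, excitation 525 nm, emission 598 nm, BODIPY TMR filters | Repeats: Single well per compound (singlicate)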
# rCAG RNA binder – binders of r(CAG) RNA repeats, primary screen, biochemical, fluorescence | r(CAG) RNA repeat, TO-PRO-1 dye displacement fluorescence | inhibition, % at 3 µM | actives 1.3% (n = 370,000);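 active means inhibition above the plate cutoff, the mean of all test compounds on that plate plus 3 SD, cut at about 35% in these data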;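 further: 0% = DMSO alone and 100% = 100 µM mitoxantrone as full dye displacement; higher means more dye released from RNA so lower well fluorescence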
# NPR2 activator – human GC-B receptor activators, primary screen, HEK293 GC-B cells, cGMP TR-FRET, EC30 CNP; activation, % at 10 µM; Atrial natriuretic peptide receptor 2 (Homo sapiens), P20594; 0% at EC30 CNP, 100% saturating CNP; actives 0.11% (n = 370,000);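 active means activation at 10 µM reaching about 35% in either raw or pattern-adjusted values, limit read from the data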
# ARFGAP1 inh – inhibitors of rat ARFGAP1 GAP activity, primary screen, biochemical, fluorescence polarization, GDP tracer; actives 0.26% (n = 360,000); inhibition, % at 16.5 µM; Arfgap1-stimulated ARF1 GTP hydrolysis, GDP FP detection; ADP-ribosylation factor GTPase-activating protein 1 (Rattus norvegicus), Q62848;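 active means inhibition above a per-plate limit, mean inhibition of low control wells plus 3 SD, cut at about 25% in these data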;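 further: 0% = DMSO wells with enzyme and 100% = wells lacking Arfgap1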
# Target sequence (Q62848 1-136 limits assumed): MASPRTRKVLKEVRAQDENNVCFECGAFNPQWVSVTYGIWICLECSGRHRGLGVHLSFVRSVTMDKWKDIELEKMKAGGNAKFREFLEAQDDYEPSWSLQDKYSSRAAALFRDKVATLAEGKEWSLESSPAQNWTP
#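 Material – truncated rat Arfgap1 GAP domain · Buffer or medium – HEPES-based buffer, pH 7.5 · Reagent – human ARF1(Δ1-17)-GTP substrate · Dosing – 16.5 µM single point, 1.26% DMSO · Schedule – GTP hydrolysis reaction 2 h at 25 °C · Technique – GDP detection by fluorescence polarization · Benchmarks – No-Arfgap1 wells (100%) versus DMSO full-reaction wells (0%) · Repeats – single replicate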
# SMARCA2 act – SMARCA2 (BRM) function activators, primary screen, cell-based, luminescence, high throughput; MG213 cells, MMTV-luciferase reporter, dexamethasone, overnight; activation, % at 9.1 µM; actives 1% (n = 370,000); in the data active means activation above about 7.8%;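 further: 0% = vehicle wells and 100% = reference activator wells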
# PG9 binder – binders of HIV-1 gp120 antibody PG9, primary screen, biochemical, TR-FRET | TR-FRET gp120-PG9 antibody binding | HIV-1 gp120 / PG9 antibody interaction | actives 0.43% (n = 360,000) | AID 624416, 2012 | inhibition, % at 6.7 µM; in the data active means inhibition above about 8.5%
# HTRA1 inhibitor – HTRA1 serine protease inhibitors, primary screen, biochemical, fluorescence polarization, HTS. Q92743. recombinant HTRA1, FP-rhodamine activity-based probe. inhibition, % at 5.96 µM. actives 0.5% (n = 340,000). AID 504803, 2011; in the data active means inhibition above about 36%;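 further: 0% = enzyme with DMSO and 100% = wells lacking enzyme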
# GC-A act – GC-A stimulated cGMP production enhancers – HEK293 GC-A cells, cGMP TR-FRET, EC30 ANP, primary screen; Atrial natriuretic peptide receptor 1 (Homo sapiens), P16066; 0% at EC30 ANP, 100% saturating ANP; activation, % at 10 µM; actives 0.14% (n = 370,000); AID 1671463, 2021; in the data active means activation above about 40%
# * hit, by the source's call; / = no result given. No enrichment for hits; about 4.4% have a hit in one of these screens.
SMILES,NR1D1 modulator,ASAP1 GAP inh,mABHD4 FP,rCAG RNA binder,NPR2 activator,ARFGAP1 inh,SMARCA2 act,PG9 binder,HTRA1 inhibitor,GC-A act
C=CCN(CC=C)CC(O)CN(c1cc([N+](=O)[O-])ccc1OC)S(=O)(=O)c1ccccc1 (stereo unspecified),2,0,4,3,-3,17,-1,-1.2,-6,-7
CCCc1nc2ccc(N)cc2c(=O)n1Cc1ccccc1Cl,2,-6,-3,8,-2,8,-2,1.3,0,3
COC(=O)c1c(-c2cccs2)csc1NC(=O)CSc1ncnc2sc(C)c(C)c12,0,-1,4,4,8,20,3,-1.0,2,10
Cc1ccccc1NC(=S)Nc1ccc2cn[nH]c2c1,-1,-3,-6,2,1,2,-1,-0.3,3,-3
COc1cccc(NC(=O)Nc2nnc(N3CCCCC3C)s2)c1 (stereo unspecified),-1,7,11,26,0,-4,2,-0.6,-7,0
O=[N+]([O-])c1ccc(NCCCc2ccccc2)cc1,-3,-1,-9,2,-4,-14,1,0.6,-35,1
CC(=O)c1ccc(NC(=O)Cn2cnc(S(=O)(=O)N3CCc4ccccc43)c2)cc1,12,3,-1,9,-6,0,-3,-0.9,-6,6
CN1C(=O)[C@@H]2[C@@H]3C[C@@H]([C@H]4ON=C(c5ccccc5OCC#N)[C@@H]34)[C@@H]2C1=O,-3,3,4,0,3,3,0,-0.3,2,3
COC(=O)c1ccc(C)c(NC(=O)c2ccc(Cl)c([N+](=O)[O-])c2)c1,0,7,-3,1,-5,7,-2,-0.6,-2,-2
COc1ccc(-n2c(SC)nc(O)c(Cc3ccccc3)c2=O)cc1,2,3,0,0,3,9,-2,-2.2,0,2
Cn1nc(N)c2ncc(C(Cl)(Cl)Cl)nc21,-3,17,11,1,3,2,1,-0.8,-1,0
Cc1ccc(-n2c(SCC(=O)NCc3ccc4c(c3)OCO4)nnc2-c2cccnc2)c(C)c1,6,-8,6,4,-9,12,-4,0.2,-1,-11
NC(=O)CSc1nc2ccccc2n1Cc1ccccc1,-5,4,8,1,1,-15,-4,0.2,-5,0
CC(C)CCOP(=O)(c1ccc(N(C)C)cc1)C(O)c1ccc(C(C)C)cc1 (stereo unspecified),-4,-11,18,-7,2,8,-3,-2.3,-7,2
COc1ccccc1-c1cccc([C@@H]2C[C@H]3[C@H](CON3C)CN2Cc2cc(Cl)cc(Cl)c2)c1,-5,0,-2,5,1,0,-2,-1.1,-21,-2
O=C(C1CCN(S(=O)(=O)c2cccs2)CC1)N1CCCCC1,-5,5,2,-2,0,-16,-1,0.6,-5,1
COc1ccccc1-n1nnnc1SCC(=O)Nc1ccccc1,-1,-5,-8,-2,0,11,-1,-1.8,3,2
O=C(Nc1ccccc1N1CCCC1)c1ccccc1F,2,-15,-5,-1,-4,-7,2,-3.8,4,4
COc1cccc(CNCc2ccc(OC)c3ccccc23)c1OC,5,-10,7,0,-9,8,-2,1.8,0,-22
Cc1ccc(S(=O)(=O)Nc2ccc(-c3csc(-c4ccccc4)n3)cc2)cc1,2,-7,-126,28,-4,9,-4,1.7,-103,-4
COc1ccccc1C(=O)NNC1CC(=O)N(c2ccc3c(c2)OCCO3)C1=O (stereo unspecified),2,-12,3,7,-2,2,-1,0.1,2,2
COc1cccc(/C=C/C(=O)OCC(=O)Nc2ccc(S(=O)(=O)N3CCCC3)cc2)c1,-7,-6,-14,2,-10,-2,0,-0.5,-25,-1
O=C(Oc1ccc2c3c(c(=O)oc2c1)CCCC3)c1cccs1,-5,2,1,-4,-5,-2,1,-1.3,-17,4
CCOC(=O)c1ccc(S(=O)(=O)NNC(=O)c2cccc(N(C)C)c2)cc1,2,12,0,0,6,4,1,0.2,6,2
Cc1ccc(CNC(=O)C2CC(=O)OC23CCCC3)c(C)c1 (stereo unspecified),-5,-5,-7,4,4,11,4,-2.4,-6,2

# Remaining list, next part
SMILES,NR1D1 modulator,ASAP1 GAP inh,mABHD4 FP,rCAG RNA binder,NPR2 activator,ARFGAP1 inh,SMARCA2 act,PG9 binder,HTRA1 inhibitor,GC-A act
Cc1c(CCO)c(=O)[nH]n1S(=O)(=O)c1ccccc1,4,6,-3,-4,0,-10,-1,0.5,-6,2
COC(=O)[C@]12C[C@H](CC(=O)NCC3CCCCC3)C(=O)N(CCC3=CCCCC3)C1=C[C@H](C1CCCC1)O[C@@H]2C,-1,/,3,8,-5,/,-1,/,/,-4
O=C(O)c1nc(Cl)c(Cl)c(N/N=C/c2ccccc2C(F)(F)F)c1Cl,0,-6,-1,25,-1,7,6,-2.6,-20,0
COc1ccccc1OC1=NS(=O)(=O)c2ccccc21,3,-3,5,-1,1,-3,0,-0.1,-2,3
CC(C)C[C@@H]1COc2cccc(F)c2S(=O)(=O)N1C,-3,/,2,-1,4,/,1,/,/,3
O=C(CCNC(=O)c1ccccc1Cl)Nc1cc(S(=O)(=O)N2CCOCC2)ccc1N1CCOCC1,-9,-2,2,1,2,9,2,-0.9,1,-4
O=C(NNC(=S)NC1CCCCC1)c1cccc(S(=O)(=O)Nc2ccccc2Cl)c1,1,2,10,56*,2,7,3,-1.3,0,-4
Cc1ccc(C(C(=O)NC2CCCCC2)N(Cc2ccco2)C(=O)C2COc3ccccc3O2)o1 (stereo unspecified),-1,-3,-10,-2,-2,-12,1,0.1,-2,-2
COc1ccc(C(=O)/C=C/Nc2ccc(S(=O)(=O)Nc3cc(OC)nc(OC)n3)cc2)c(OC)c1,-1,-9,6,32,1,4,0,1.6,-5,-3
O=C(CCCSCCCC(=O)NN=Cc1ccccc1)NN=Cc1ccccc1,2,-6,-4,2,-1,7,-2,-0.8,-15,0
Cc1ccccc1C(=O)NNC(=O)C(=O)Nc1cccc(Cl)c1C,1,-14,6,4,0,-4,-2,0.1,3,0
COC(=O)c1ccc(OC(=O)C23CCC(C)(C(=O)O2)C3(C)C)cc1 (stereo unspecified),1,-2,-1,-4,-1,2,2,1.3,1,0
CCn1c(SCC(=O)NC2=NCCS2)nnc1C(C)NC(=O)c1ccccc1Br (stereo unspecified),1,9,7,-1,-4,0,1,-1.0,8,0
Cc1nc2ccc(NC(=O)C3CCCCC3)cc2s1,7,-6,1,2,-4,4,4,1.2,-1,-3
COc1ccc(N2CCN(C(c3cc(OC)ccc3OC)c3nnnn3Cc3ccco3)CC2)cc1 (stereo unspecified),2,2,2,-5,-4,-4,-1,0.0,-4,-10
CCCCC(=O)Nc1ccc2c(c1)nc(CCN1CCN(C)CC1)n2C,-2,10,-10,-3,4,-2,0,-2.6,10,1
COCCCNC(=O)C[C@H]1C[C@@]2(C(=O)OC)C(=C[C@H](C3CCCC3)O[C@@H]2C)N(Cc2ccccc2)C1=O,5,8,-5,0,-6,-6,-7,2.9,/,-5
Cc1ccc(Cc2c(-c3cccc(Cl)c3)nc3ccc(C)cn23)cc1,4,-17,-6,4,13,-2,3,-0.6,/,7
COc1ccc(C(=O)CSc2nnc(CC(=O)Nc3ccccc3OC)n2C)cc1,-1,7,3,-6,2,-7,-1,-2.2,-3,-1
CN1CCC(N(C)C(=O)c2cc(-c3ccccc3Cl)nc3ccccc23)CC1,2,2,3,1,-1,9,-1,0.7,-1,1
Cc1cc(C)c2oc(C(=O)N(Cc3cccs3)C3CCS(=O)(=O)C3)cc(=O)c2c1 (stereo unspecified),-4,-10,-3,-3,-11,3,-6,0.6,-1,1
CCc1nc2nc(C)c(NS(=O)(=O)c3ccc(C)c(C)c3)c(=O)n2[nH]1,-1,3,2,3,-1,-8,1,2.5,3,2
Cc1nc2sc3c(c2c(=O)[nH]1)CCC3,1,-7,8,-1,-6,0,4,0.0,2,3
O=C1[C@@H](C2CC2)[C@@H]2c3ccccc3C=NN2[C@@H]2c3ccccc3C=NN12,1,/,-2,3,-6,/,-4,/,/,0
CC(C)(C)C1CCc2[nH]nc(C(=O)O)c2C1 (stereo unspecified),5,-3,-4,9,-2,-10,-1,-1.4,-8,0

# Next part.
SMILES,NR1D1 modulator,ASAP1 GAP inh,mABHD4 FP,rCAG RNA binder,NPR2 activator,ARFGAP1 inh,SMARCA2 act,PG9 binder,HTRA1 inhibitor,GC-A act
COc1cc(C(=O)O[C@H]2C/C(C)=C/CC[C@@]3(C)O[C@@H]3[C@H](O)[C@@H]2C(C)C)cc(OC)c1OC,-1,-3,-1,-4,11,-9,0,-1.7,-15,3
COc1ccc(OC)c(-c2nc(CN(C)C(C)c3ccncn3)c(C)o2)c1 (stereo unspecified),-1,-1,0,-5,0,4,0,-2.0,-12,1
CCOC(=O)c1c(S(=O)(=O)N2CCCCCC2)c(C)n(C)c1C,4,-2,4,-6,1,2,-1,0.1,0,1
CC(C)c1cc(C(=O)N2CCN(C(c3ccccc3)c3ccccc3)CC2)no1,0,-2,8,3,6,-10,-3,-2.8,-21,2
COc1ccc(CC(=O)NCCc2ccc(OC)c(OC)c2)cc1,3,-3,1,-4,2,-8,-1,-2.7,3,2
O=[N+]([O-])c1cccc(N/N=C/c2ccc(N3CCOCC3)cc2)c1,4,9,8,19,4,6,2,-4.1,26,-2
CCOc1ccc(N(CC(=O)Nc2ccc3c(c2)OCCO3)S(=O)(=O)c2c(C)noc2C)cc1,-4,1,3,2,-7,-1,0,1.1,-2,-1
O=c1c(Cc2ccccc2)c(O)nc2n1CCCS2,-6,-8,-10,4,-5,-4,-3,1.9,3,-4
O=C(NN1CCN(Cc2ccccc2Cl)CC1)c1ccc(Br)cc1,-5,-16,3,-6,-3,11,-4,-1.7,4,-1
CCOc1ccc(NC(=O)c2ccc(C#CC(C)(C)O)cc2)cc1,0,7,1,-4,-1,4,-1,-1.7,5,3
CCc1ccc(NC(=O)CSc2nnc(-c3ccccn3)n2C)cc1,-8,-6,1,-4,3,-14,-1,0.0,2,3
C=CCn1c(SCCCCCC)nc(O)cc1=O,-4,1,-8,4,-1,2,1,-0.2,2,1
Cc1ccc(C)c(NC(=O)c2cc(-c3cc(C)cc(C)c3O)n[nH]2)c1,3,4,-8,15,4,-6,-2,0.4,-37,16

# In a second layout: results already given
SMILES | NR1D1 modulator | ASAP1 GAP inh | mABHD4 FP | rCAG RNA binder | NPR2 activator | ARFGAP1 inh | SMARCA2 act | PG9 binder | HTRA1 inhibitor | GC-A act
O=c1c(Cc2ccccc2)c(O)nc2n1CCCS2 | -6 | -8 | -10 | 4 | -5 | -4 | -3 | 1.9 | 3 | -4
Cc1ccc(C)c(NC(=O)c2cc(-c3cc(C)cc(C)c3O)n[nH]2)c1 | 3 | 4 | -8 | 15 | 4 | -6 | -2 | 0.4 | -37 | 16
